Bioassay records (PubChem BioAssay)
STEP block: STEP phosphatase inhibitors, primary screen, biochemical, fluorescence intensity, uHTS; AID 588621, 2011; inhibition, % at 20 µM; actives 0.25% (n = 360,000); Tyrosine-protein phosphatase non-receptor type 5 (Homo sapiens), P54829; recombinant STEP, OMFP fluorogenic substrate;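 active means inhibition at 20 µM, scaled per plate between control wells, above about 37%, limit read from the data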;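 further: 0% = DMSO with enzyme and substrate and 100% = substrate only without enzyme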
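System: isolated STEP enzyme; schedule: 20 min enzyme reaction at room temperature, protected from light; medium: Bis-Tris buffer pH 6.0, 2.5 mM DTT, 0.005% Tween 20; signal: fluorescence, 480/540 nm; dosing: single compound dose of 20 µM, 1% DMSO final; also added: OMFP substrate, 25 µM final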
Rpn11 block: Rpn11 (PSMD14) deubiquitinase inhibitors, primary screen, biochemical, fluorescence polarization, uHTS | 26S proteasome non-ATPase regulatory subunit 14 (Homo sapiens), O00487 | human 26S proteasome, Ub4-pepOG fluorescence polarization; 20S core pre-blocked with epoxomicin | calls only at 20 µM | actives 0.59% (n = 360,000) | AID 588493, 2011;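 active means inhibition at 20 µM, scaled to each plate's controls, above about 33%, limit read from the data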
Rin1 Abl inh: inhibitors of Rin1-Abl protein binding, primary screen, biochemical, TR-FRET. actives 0.4% (n = 360,000). inhibition, % at 7.35 µM; in the data active means inhibition above about 5%, passing the limit was not always enough
Scp1 inh: Scp-1 phosphatase inhibitors, primary screen, biochemical, colorimetric, uHTS | inhibition, % at 20 µM | Carboxy-terminal domain RNA polymerase II polypeptide A small phosphatase 1 (Homo … | actives 0.88% (n = 340,000) | Recombinant Scp1, phosphopeptide, malachite green phosphate absorbance;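 active means inhibition above about 50% at 20 µM, limit read from the data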;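 further: plate controls were DMSO wells with enzyme for no effect and wells lacking enzyme for full effect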
Target sequence (Q9GZU7 76-261 limits assumed): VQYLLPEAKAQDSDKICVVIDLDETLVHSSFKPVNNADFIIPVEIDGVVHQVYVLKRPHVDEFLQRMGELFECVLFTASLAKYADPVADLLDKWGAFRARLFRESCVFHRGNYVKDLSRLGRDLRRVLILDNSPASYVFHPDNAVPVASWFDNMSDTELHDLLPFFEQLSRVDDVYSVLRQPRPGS
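System: truncated SCP-1 phosphatase (76-261aa); medium: Tris acetate buffer pH 5.5 with MgCl2 and Tween-20; incubation: 45 min room-temperature reaction, 5 min colour, 30 min stabiliser; compound: single 20 µM dose, 1% DMSO; reagent: Phosphorylated 17-residue peptide substrate; read-out: % inhibition at 20 µM; technique: colorimetric free-phosphate detection, absorbance 630 nm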
Neddyl block: inhibitors of cullin neddylation, primary screen, biochemical, TR-FRET, uHTS, NAE and Ubc12; actives 0.58% (n = 360,000); NEDD8-conjugating enzyme Ubc12 (Homo sapiens) + NEDD8-activating enzyme E1 regulatory …; AID 651699, 2012; calls only at 25 µM; in the data active means inhibition above about 36%
Target sequence (P61081 whole entry, looked up): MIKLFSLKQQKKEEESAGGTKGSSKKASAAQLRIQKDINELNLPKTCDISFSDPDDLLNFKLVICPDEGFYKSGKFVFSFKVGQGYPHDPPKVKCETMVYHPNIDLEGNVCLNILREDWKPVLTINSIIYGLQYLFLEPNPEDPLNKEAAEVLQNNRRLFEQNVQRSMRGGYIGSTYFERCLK
Target sequence (Q13564 whole entry, looked up): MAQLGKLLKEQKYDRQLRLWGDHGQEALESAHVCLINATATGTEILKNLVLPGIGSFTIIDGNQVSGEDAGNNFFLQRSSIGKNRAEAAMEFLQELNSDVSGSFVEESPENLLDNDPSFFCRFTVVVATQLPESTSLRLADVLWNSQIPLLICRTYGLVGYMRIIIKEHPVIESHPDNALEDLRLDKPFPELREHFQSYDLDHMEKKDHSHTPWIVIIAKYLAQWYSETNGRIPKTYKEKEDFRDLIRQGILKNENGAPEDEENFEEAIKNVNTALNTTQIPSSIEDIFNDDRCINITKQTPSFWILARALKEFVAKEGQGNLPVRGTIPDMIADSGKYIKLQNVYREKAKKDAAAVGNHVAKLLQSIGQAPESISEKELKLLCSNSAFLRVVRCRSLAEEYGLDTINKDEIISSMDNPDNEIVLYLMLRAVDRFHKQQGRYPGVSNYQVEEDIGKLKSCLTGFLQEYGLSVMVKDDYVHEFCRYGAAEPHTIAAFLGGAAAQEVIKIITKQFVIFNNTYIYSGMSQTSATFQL
SUMO1-SIM PPI: modulators of SUMO1 protein-protein interactions, primary screen, biochemical, uHTS | Small ubiquitin-related modifier 1 (Homo sapiens), P63165 | SUMO1 binding to a labelled peptide, TR-FRET, 1 h | inhibition, % at 20 µM | actives 0.33% (n = 360,000) | AID 602429, 2012; in the data active means inhibition above about 37%
CSN deneddyl inh: inhibitors of CSN-mediated cullin deneddylation, primary screen, biochemical, fluorescence polarization, uHTS; Purified CSN, SCF-Nedd8-OG deneddylation; inhibition, % at 12.5 µM; actives 0.38% (n = 360,000); AID 651999, 2013;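 active means pattern-corrected inhibition above about 35%, with an unprinted fluorescence ratio check between 0.5 and 1.5, limit read from the data, passing the limit was not always enough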;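 further: 0% = enzyme with substrate and 100% = substrate without enzyme; some results filed as inactive read as strong as hits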
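Material: human Csn5 produced in HEK293T cells; Input: enzyme 0.24 nM; Reagent: SCFSkp2-Nedd8OG substrate at 10 nM final; Dosing: 12.5 µM compound; Incubation: 90 min reaction at room temperature; Detection: fluorescence polarization of the substrate; Evaluation: % inhibition of substrate cleavage by Csn5; Control set: substrate-only high control, full reaction low control.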
DNMT1 inh: human DNMT1 methyltransferase inhibitors, primary screen, biochemical, molecular beacon, fluorescence, HinP1I cleavage, uHTS | DNA (cytosine-5)-methyltransferase 1 (Homo sapiens), P26358 | inhibition (reported as % activation of signal), % at 10 µM | actives 0.83% (n = 360,000); in the data active means inhibition above about 50%
NadD inh: inhibitors of S. aureus NadD, primary screen, biochemical, colorimetric, uHTS; Nicotinate-nucleotide adenylyltransferase NadD (Staphylococcus aureus N315); purified NadD enzyme, colorimetric absorbance read-out; inhibition, % at 20 µM; actives 0.78% (n = 360,000); AID 602399, 2012; in the data active means inhibition above about 26%; further: some compounds past the cut are filed as inactive
LMPTP inh: LMPTP phosphatase inhibitors, primary screen, biochemical, fluorescence intensity, uHTS. Low molecular weight phosphotyrosine protein phosphatase (Homo sapiens), P24666. recombinant LMPTP-A, OMFP fluorogenic substrate. inhibition, % at 20 µM. actives 0.22% (n = 360,000);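 active means compounds that cut the enzyme signal by at least half of the control window in the single-dose screen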;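 further: plate controls were DMSO wells with enzyme plus substrate for no effect and substrate without enzyme for full effect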
Target sequence (P24666 whole entry, looked up): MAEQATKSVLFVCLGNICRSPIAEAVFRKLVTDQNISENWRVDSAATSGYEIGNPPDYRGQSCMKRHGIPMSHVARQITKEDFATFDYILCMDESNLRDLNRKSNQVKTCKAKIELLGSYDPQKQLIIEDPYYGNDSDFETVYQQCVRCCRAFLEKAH
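Test system: LMPTP-A, protein tyrosine phosphatase of low molecular weight; Input: 0.625 nM enzyme; Incubation: 50 min dark incubation at room temperature; Signal: endpoint fluorescence intensity from OMFP dephosphorylation; Read-out basis: % inhibition versus control wells.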
An asterisk follows results filed as active; i = inactive; x = no result given. Not a hit list. Share with any hit: about 3.8%.

Start of the data: the first three records, ahead of the listing:
SMILES | STEP block | Rpn11 block | Rin1 Abl inh | Scp1 inh | Neddyl block | SUMO1-SIM PPI | CSN deneddyl inh | DNMT1 inh | NadD inh | LMPTP inh
COc1ccccc1NCC(=O)N/N=C/c1c(O)ccc2ccccc12 | 0.0 | x | -1.6 | -7.0 | i | -12.0 | 17.9 | -1.6 | 12.2 | 0.9
CCc1cc(=O)oc2cc3occ(-c4ccc(OC)c(F)c4)c3cc12 | 4.6 | i | 3.0 | -2.6 | i | 0.3 | 37.1* | 34.0 | -3.1 | 43.9
Clc1ccc2nnnc(-c3ccccc3)c2c1 | -1.5 | i | -2.1 | -2.1 | i | -12.3 | -1.4 | 4.4 | 0.8 | 1.0

All compounds of this part, from the start:
SMILES | STEP block | Rpn11 block | Rin1 Abl inh | Scp1 inh | Neddyl block | SUMO1-SIM PPI | CSN deneddyl inh | DNMT1 inh | NadD inh | LMPTP inh
COc1ccccc1NCC(=O)N/N=C/c1c(O)ccc2ccccc12 | 0.0 | x | -1.6 | -7.0 | i | -12.0 | 17.9 | -1.6 | 12.2 | 0.9
CCc1cc(=O)oc2cc3occ(-c4ccc(OC)c(F)c4)c3cc12 | 4.6 | i | 3.0 | -2.6 | i | 0.3 | 37.1* | 34.0 | -3.1 | 43.9
Clc1ccc2nnnc(-c3ccccc3)c2c1 | -1.5 | i | -2.1 | -2.1 | i | -12.3 | -1.4 | 4.4 | 0.8 | 1.0
Cn1c2cc(Br)sc2c2cnn(Cc3c(F)cccc3Cl)c(=O)c21 | -1.7 | i | -3.3 | -8.0 | i | 7.6 | 6.6 | 2.9 | -6.2 | 0.0
CCn1cc(S(=O)(=O)N2CCN(Cc3ccc(F)cc3)CC2)cn1 | -1.9 | i | 3.8 | -7.3 | i | 4.9 | 1.6 | -4.4 | 0.2 | -0.9
CCOCCc1nnc(NC(=O)COC)s1 | -0.1 | i | 4.7 | -2.0 | i | 0.0 | -3.6 | 0.2 | 1.7 | -0.1
O=C(c1ccco1)N1CCN(C(=O)c2cc(-c3ccccc3)nc3ccccc23)CC1 | 3.4 | i | -1.1 | 3.2 | i | -4.9 | 9.6 | -4.8 | 10.5 | -1.4
CCOC(=O)N1CCN(c2c(N3CCN(c4ccccc4OC)CC3)c(=O)c2=O)CC1 | -2.6 | i | -1.8 | 1.2 | i | -8.5 | -1.0 | -1.0 | -5.4 | -1.7
COCc1ccc(C(=O)N2CCN(CC(=O)N3CCCC3)CC2)cc1 | 2.3 | i | 0.4 | -7.2 | i | 3.0 | -4.4 | 1.1 | 1.3 | -0.9
CCn1cnc2c(Nc3cccc(Cl)c3)nc(C#N)nc21 | -3.5 | i | -2.5 | -2.3 | i | 2.4 | 2.6 | 8.0 | -3.3 | 0.3
COC(=O)C1CCN(S(=O)(=O)c2ccc(Br)s2)CC1 | -0.9 | i | 5.0 | -2.4 | i | 3.1 | 0.9 | 1.1 | -4.8 | -0.2
CC(C)=CCC(C)(C)/C=N/NC(N)=O | -4.8 | i | 2.8 | -12.8 | i | -0.5 | -0.9 | -0.7 | -2.2 | -2.6
O=C1C2C3C=CC(C3)C2C(=O)N1/N=C/c1cc(Br)cc([N+](=O)[O-])c1O (configuration not stated) | 0.7 | i | -7.2 | 17.3 | i | -28.5 | -2.2 | 0.1 | -1.0 | 3.2
CCCCc1ccc(-n2c(Cc3cccs3)n[nH]c2=S)cc1 | 1.1 | i | 1.1 | -3.1 | i | -3.9 | -4.7 | 0.7 | 22.0 | 1.6
CC(C)CC(C(=O)Nc1ccc2c(c1)OCCO2)N1C(=O)c2ccccc2C1=O (configuration not stated) | -3.0 | i | -2.6 | -5.9 | i | 1.4 | 2.9 | 5.0 | 0.4 | 0.8
CC(Oc1ccc(F)cc1)C(=O)N(Cc1ccccc1)c1c(N)n(Cc2ccccc2)c(=O)[nH]c1=O (configuration not stated) | 1.3 | i | 1.1 | -4.9 | i | 1.0 | 3.2 | -0.6 | 1.7 | -0.4
Cc1ccc(-c2nc(Nc3cccc(C)c3)sc2CC(=O)O)cc1 | -1.8 | i | -0.8 | 4.2 | i | 12.2 | 18.9 | -32.6 | 3.9 | 0.1
COc1ccccc1NS(=O)(=O)c1ccc(C)c(C(=O)NCc2cccnc2)c1 | -2.4 | i | -0.9 | 0.7 | i | 1.0 | -2.1 | 7.5 | -1.8 | -0.6
Cc1ccc(NC(=O)c2ccccc2)cc1 | 0.8 | i | 3.4 | -5.0 | i | -6.6 | -2.5 | 0.5 | -1.8 | -2.2
Nc1[nH]nc2nc(N3CCOCC3)nc(-c3ccccc3)c12 | -2.4 | i | -0.1 | -10.8 | i | -3.1 | -1.6 | -0.5 | 4.6 | -0.9
CC(C)(C)C(=O)NC(=S)Nc1ccc(C(F)(F)F)cc1 | 0.3 | i | 2.4 | -10.9 | i | 1.8 | 106.1 | 5.9 | -2.9 | 0.9
Cc1cccc(O)c1C | -3.0 | i | 3.0 | 4.1 | i | -2.3 | 9.6 | 1.8 | 3.3 | -0.7
CCN(C(=O)COC(=O)c1cccn1C)C1CCS(=O)(=O)C1 (configuration not stated) | 1.2 | i | 4.1 | -1.9 | i | 0.1 | -5.5 | -3.6 | 2.0 | -1.8
O=C(NC(=S)N1CCCC1)c1cccc([N+](=O)[O-])c1 | -3.0 | i | 3.7 | -4.7 | i | -15.2 | -5.1 | 1.3 | -5.0 | -0.1
CC1=C(C(=O)N(C(C)C)C(C)C)CC(CC(=O)NCCCCc2ccccc2)C(=O)N1Cc1ccccc1 (configuration not stated) | 3.4 | i | 1.4 | x | i | 2.4 | 0.5 | 0.0 | 2.4 | -0.5

The results go on:
SMILES | STEP block | Rpn11 block | Rin1 Abl inh | Scp1 inh | Neddyl block | SUMO1-SIM PPI | CSN deneddyl inh | DNMT1 inh | NadD inh | LMPTP inh
CCc1cccc(CC)c1C(OC(C)=O)c1cccnc1 (configuration not stated) | -0.7 | i | 1.7 | 0.6 | i | -5.6 | -1.0 | 2.0 | -3.9 | -2.0
CCOc1ccc(NC(=S)NC(=O)Cc2ccccc2)cc1 | 0.6 | i | 4.3 | 7.0 | i | 0.3 | -8.8 | -0.6 | -2.3 | 1.0
COc1ccc(Cl)cc1NC(=S)N1CCN(C(=O)C2CCCO2)CC1 (configuration not stated) | -1.0 | i | 0.5 | -16.6 | i | -3.8 | 4.9 | -2.1 | -4.3 | -0.4
Cc1nnc(-c2cnn(-c3ccccc3)c2N)n1Cc1ccncc1 | 0.7 | i | 0.4 | -13.1 | i | 2.7 | 12.9 | -0.7 | 1.4 | -2.8
O=C1N/C(=N/S(=O)(=O)Cc2ccccc2)S/C1=C/c1ccc2c(c1)OCO2 | 0.0 | i | -3.1 | 5.5 | i | -9.7 | 7.8 | 2.3 | 2.4 | -1.3
Cc1cccc(NC(=O)/C(C#N)=C/c2ccccc2Cl)n1 | -0.1 | i | -0.4 | -10.0 | i | 1.0 | 1.2 | -1.8 | 0.6 | -0.4
O=C(OCc1cncs1)c1ccccc1 | 1.2 | i | 0.2 | 4.6 | i | 0.2 | 0.7 | -0.6 | -1.0 | -0.1
CCCN(C(=O)c1ccc(N(C)S(=O)(=O)c2ccc(C)cc2)cc1)C1CCS(=O)(=O)C1 (configuration not stated) | -0.3 | i | -1.1 | -3.4 | i | -27.8 | 4.7 | -2.8 | 8.6 | -11.3
COc1ccc(NC(=O)c2cc(=O)c3ccccc3o2)cn1 | 1.2 | i | 3.5 | -4.5 | i | -19.0 | -6.6 | -9.8 | -5.2 | 2.7
O=S(=O)(Cc1ccccc1Cl)NCCOc1ccccc1 | -1.3 | i | -3.8 | -4.4 | i | -2.7 | -3.7 | -3.8 | -1.1 | -1.4
COC(=O)c1cc(C(=O)OCC(=O)NC2CCCCCCC2)cc([N+](=O)[O-])c1 | 0.3 | i | 1.0 | -7.3 | i | -39.8 | 2.7 | 2.7 | -5.9 | 0.1
Cc1ccc(C(=O)Nc2ccc(C(=O)N/N=C/c3c[nH]c4ccccc34)cc2)cc1 | 0.6 | i | -2.5 | -1.2 | x | 18.6 | 2.5 | -16.5 | 20.3 | 2.5
CCOC1=C2[C@@H](CN(S(=O)(=O)c3ccccc3C)[C@H]2c2ccc(Cl)cc2)[C@H]2C(=O)N(c3ccccc3)C(=O)[C@H]2C1 | 1.9 | i | 1.5 | x | i | -0.9 | 2.9 | -20.9 | 4.2 | 2.8
CCn1c(CSc2nc3ccccc3s2)nnc1SCC(=O)c1ccc(O)c(O)c1 | 0.9 | i | 0.7 | 59.2* | i | 12.9 | 5.4 | 8.1 | 18.4 | 49.9
COc1cc(C2C(C#N)=C(N)Oc3c2oc(CO)cc3=O)cc(OC)c1OC (configuration not stated) | -2.8 | i | -0.2 | -4.8 | i | 1.1 | 2.1 | 2.6 | -5.1 | -2.9
Brc1cccc(-c2nnco2)c1 | 1.9 | i | 2.9 | -1.1 | i | 0.9 | -0.9 | 1.9 | -3.3 | -0.3
COC(=O)c1c(-c2ccccc2Cl)noc1-c1cnc(N)nc1C(F)(F)F | -5.2 | i | -2.9 | -11.7 | i | -9.1 | 2.5 | 9.3 | 0.8 | 12.2
CCCc1[nH]nc2c1C(c1cc(OC)ccc1F)C(C#N)=C(N)O2 (configuration not stated) | -3.3 | i | -4.2 | 2.2 | i | -0.9 | 0.1 | -4.7 | -1.9 | -0.4
N#Cc1cc([N+](=O)[O-])ccc1Oc1cccc(/C=N/NC(=O)c2ccc(Cl)cc2)c1 | 0.9 | i | 1.4 | -7.3 | i | -13.6 | 1.2 | 2.2 | 19.4 | 0.5
Cc1c(OC(C)C(=O)NC(Cc2c[nH]c3ccc(O)cc23)C(=O)O)ccc2c1oc(=O)c1ccccc12 (configuration not stated) | 7.0 | i | -0.8 | 20.3 | i | 25.6 | 1.0 | -1.4 | 2.7 | 4.8
Cc1ccc(S(=O)(=O)N2CC3(O)CN(C(=O)OC(C)C)N(C(=O)OC(C)C)CC3(OC(=O)NCc3ccccc3F)C2)cc1 (configuration not stated) | -0.3 | i | 3.2 | x | i | -0.4 | 1.5 | -6.3 | -6.9 | 1.8
